# Source: PubChem BioAssay
# HP1b binding inh: HTS for Inhibitors of HP1-beta Chromodomain Interactions with Methylated Histone Tails. Chromobox protein homolog 1 (Homo sapiens), P83916. AlphaScreen HP1-beta / biotin-H3K9me3 peptide binding. Potency, µM (top dose mostly 114 µM), without a hit: top-dose activity change, negative = inhibition, hits mostly inhibitors. actives 0.56% (n = 390,000); further: potency means the concentration at half of the fitted maximal effect; nearly all actives have a fitted effect of over 70% in size; inactives centre near 23
# Target sequence (P83916 whole entry, looked up): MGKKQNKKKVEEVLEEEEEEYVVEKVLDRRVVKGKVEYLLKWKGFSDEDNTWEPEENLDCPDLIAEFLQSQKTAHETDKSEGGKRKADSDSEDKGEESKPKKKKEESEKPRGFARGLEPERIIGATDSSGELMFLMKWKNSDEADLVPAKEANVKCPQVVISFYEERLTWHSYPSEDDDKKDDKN
#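 AlphaScreen: HP1-beta (50 nM) preformed 30 min with biotin-H3(1-18)K9me3 peptide (50 nM) in PBS pH 7.4, 0.01% Tween-20. Compound added for 30 min at RT, then streptavidin donor/nickel chelate acceptor beads (10 ug/mL) for 30 min.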
# JMJD2A Tudor inh: qHTS Assay for Inhibitors of JMJD2A-Tudor Domain | Lysine-specific demethylase 4A (Homo sapiens), O75164 | AlphaScreen JMJD2A-Tudor / H3K4me3 peptide binding | Potency, µM (titrated, usually from 114 µM), inactives show at the highest dose activity change, negative = inhibition, hits mostly inhibitors | actives 4.4% (n = 390,000) | AID 504339, 2011; further: potency means the concentration at half of the fitted maximal effect; on the % scale 0 is the no-effect control and ±100 the full control effect; nearly all actives have a fitted effect of over 50% in size
# Pin1 inh: qHTS Assay to Find Inhibitors of Pin1 | Peptidyl-prolyl cis-trans isomerase NIMA-interacting 1 (Homo sapiens), Q13526 | Pin1 FP peptide displacement, HiFluor488, 10 min | Potency, µM (top dose mostly 115 µM), for inactives: at the highest dose activity, negative = inhibition, actives largely listed as inhibitors | actives 0.009% (n = 390,000); active means well fitted inhibition curve with a large enough effect in the polarisation, with a control signal flat, not every such curve was filed as active; inconclusive means small, poorly fitted or top-dose-only effect, or effect the other way, or a change in a side signal; inactive means no such curve, though single readings can be large or run the other way; the % refers to the polarisation; further: potency means the concentration at half of the fitted maximal effect; on the % scale 0 is the no-effect control and ±100 the full control effect
# ERG-DNA inh: qHTS for Small Molecule Inhibitors of the ERG Ets/DNA interaction; Transcriptional regulator ERG (Homo sapiens), P11308; fluorescence polarization, His-ERG Ets domain / labelled DNA; Potency, µM (highest dose often 76.9 µM), inactives show top-dose FP activity, negative = inhibition, usual class: inhibitors; actives 0.028% (n = 370,000); AID 624246, 2012; active means well fitted inhibition curve with a large enough effect in the polarisation, with a control signal flat; inconclusive means small, poorly fitted or top-dose-only effect, or effect the other way, or a change in a side signal; inactive means no such curve, though single readings can be large or run the other way; the % refers to the polarisation;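 further: polarization taken with two DNA probes labelled with fluorescein and Texas red; potency means the concentration at half of the fitted maximal effect; % of control where 0% means no effect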
#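 His-tagged ERG Ets domain (1 uM in the protein solution; 300mM KCl, 50mM Tris-HCl, 1mM EDTA, 1mM DTT, pH 7.5) received compound, then a probe mix of 5 nM fluorescein-DNA and 100nM Texas-615-DNA. Fluorescence polarization was read for both dyes.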
# GLS inhibitor: qHTS for Inhibitors of Glutaminase (GLS); Glutaminase kidney isoform, mitochondrial (Homo sapiens), O94925; GLS enzymatic activity, qHTS titration; Potency, µM (titrated, usually from 45.5 µM), inactives show at the top dose activity change, negative = inhibition, actives largely listed as inhibitors; actives 0.21% (n = 410,000); AID 624170, 2012; further: potency means the concentration at half of the fitted maximal effect; on the % scale 0 is the no-effect control and ±100 the full control effect
#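 Glutamate formation by hKGA was monitored fluorometrically using coupled glutamate oxidase, HRP and Amplex Red. Substrate was added as 1 mM L-glutamine solution; incubation was 30 min at RT after an initial read.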
# G9a inh: qHTS Assay for Inhibitors of Histone Lysine Methyltransferase G9a; Histone-lysine N-methyltransferase EHMT2 (Homo sapiens), Q96KQ7; G9a H3K9 monomethylation, AlphaScreen, 2 h; Potency, µM (doses to about 102 µM), without a hit: at the top dose activity, negative = inhibition, hits mostly inhibitors; actives 8.8% (n = 350,000); further: potency means the concentration at half of the fitted maximal effect; on the % scale 0 is the no-effect control and ±100 the full control effect; nearly all actives have a fitted effect of over 75% in size
# Target sequence (Q96KQ7 913-1193 limits assumed): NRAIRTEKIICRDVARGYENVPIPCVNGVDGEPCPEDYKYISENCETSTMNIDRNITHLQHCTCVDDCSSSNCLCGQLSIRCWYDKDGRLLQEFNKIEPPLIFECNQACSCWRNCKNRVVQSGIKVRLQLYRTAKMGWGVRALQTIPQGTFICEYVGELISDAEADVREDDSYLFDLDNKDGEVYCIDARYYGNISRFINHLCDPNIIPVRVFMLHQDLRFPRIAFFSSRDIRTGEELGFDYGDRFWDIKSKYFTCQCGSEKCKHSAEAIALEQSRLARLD
#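 Readings reflect AlphaScreen signal from monomethyl-H3K9 antibody detection. HMT at 20 nM; substrate b-H3K9 500 nM; cofactor SAM 20 uM; 2 h RT reaction; compounds tested as titrations in qHTS with 15 min preincubation.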
# PGK inhibitor: qHTS Assay to Find Inhibitors of Phosphoglycerate Kinase. Phosphoglycerate kinase, glycosomal (Trypanosoma brucei brucei), P07378. PGK/GAPDH coupled, Kinase-Glo luminescence, 60 min. Potency, µM (highest dose often 57.5 µM), without a hit: at the top dose activity change, negative = inhibition, hits mostly inhibitors. actives 0.043% (n = 380,000). AID 602233, 2012; further: potency means the concentration at half of the fitted maximal effect; on the % scale 0 is the no-effect control and ±100 the full control effect; nearly all actives have a fitted effect of over 60% in size
#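 Luminescent ATP detection (Kinase-Glo Plus) follows a 60-minute room-temperature incubation, with wells lacking PGK as controls. Buffer: 100 mM TEA (pH 7.6), 5 mM MgCl2, 0.01% Tween-20. Coupling enzyme GAPDH (100 nM final) supplies unstable 1,3-BPG in-well.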
# BAZ2B inh: qHTS Assay for Inhibitors of BAZ2B. Bromodomain adjacent to zinc finger domain protein 2B (Homo sapiens), Q9UIF8. AlphaScreen BAZ2B-H3K14Ac peptide displacement. Potency, µM (doses to about 114 µM), for the others: at the highest dose activity change, negative = inhibition, most hits filed as inhibitors. actives 4.4% (n = 360,000). AID 504333, 2011; further: potency means the concentration at half of the fitted maximal effect; on the % scale 0 is the no-effect control and ±100 the full control effect; nearly all actives have a fitted effect of over 60% in size
#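 BAZ2B 50 nM plus b-H3(5-23)K14Ac 50 nM, PBS pH 7.4/0.01% Tween-20, 30 min RT; compound added (max 110 uM), 30 min RT; streptavidin donor/Ni-chelate acceptor beads 10 ug/mL final, 20 min dark; AlphaScreen read.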
# PI4K2A inh: qHTS for small molecular inhibitors of PI4K2A. AID 1346378, 2018. purified PI4K2A, ADP-Glo luminescence, 1 h; hits give low values. actives 0.13% (n = 420,000). activity change, negative = inhibition, % at 76.9 µM; in the data active means activity change below about -50%; inconclusive means mostly about -30% to -49%;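 further: -100% = wells without enzyme as full effect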
# Target sequence (Q9BTU6 whole entry, looked up): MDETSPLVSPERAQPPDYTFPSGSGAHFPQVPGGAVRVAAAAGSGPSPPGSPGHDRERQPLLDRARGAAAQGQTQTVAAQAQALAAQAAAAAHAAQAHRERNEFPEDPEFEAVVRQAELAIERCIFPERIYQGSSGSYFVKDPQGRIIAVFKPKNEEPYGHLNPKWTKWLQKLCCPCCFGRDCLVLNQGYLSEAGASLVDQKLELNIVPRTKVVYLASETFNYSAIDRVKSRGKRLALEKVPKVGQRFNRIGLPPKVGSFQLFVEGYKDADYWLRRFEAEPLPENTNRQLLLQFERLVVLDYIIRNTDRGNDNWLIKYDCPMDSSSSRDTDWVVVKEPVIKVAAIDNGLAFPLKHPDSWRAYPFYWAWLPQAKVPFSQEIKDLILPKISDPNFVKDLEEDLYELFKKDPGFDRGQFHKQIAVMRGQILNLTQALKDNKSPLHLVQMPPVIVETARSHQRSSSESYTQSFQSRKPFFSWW
#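 In this quantitative HTS, ADP production by PI4K2A was quantified luminescently after 1 h at ambient temperature; 100 microM adenosine served as plate-quality control.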
# Active calls of the source: *; i = inactive; ? = inconclusive; nt = not tested or not shown; [ ] = remark or other dose. Unless noted, the call rests on the fitted dose curve; in most records, active means well fitted curve in the direction sought with a large enough effect; inconclusive means small, poorly fitted or top-dose-only effect, or another doubt; inactive means no such curve, though single readings can be large; an effect the other way counts as inactive or inconclusive. Rows were taken by chance (roughly 11% active in at least one column).
item	mol	ERG-DNA inh	JMJD2A Tudor inh	PGK inhibitor	G9a inh	GLS inhibitor	HP1b binding inh	PI4K2A inh	BAZ2B inh	Pin1 inh
1	O=c1c2oc3ccccc3c2ncn1Cc1ccccc1Cl	3%	-7%	-7%	26%[59 µM]	-2%	23%	6	12%	-14%
2	COc1ccc(NS(=O)(=O)c2cc(NC(=O)c3cc(=O)c4ccccc4o3)ccc2OC)cc1	0%	-15%	4%	12%	4%	-4%	3	10%	9%
3	CCC(C)N(C(=O)Cn1nnc(-c2ccc(Cl)cc2)n1)C1CCS(=O)(=O)C1 (stereo unspecified)	1%	-11%	7%	?	14%	13%	4	-3%	-1%
4	COc1cc(OC)c(C2Nc3ccccc3NC3=C2C(=O)CC(C)(C)C3)cc1OC (stereo unspecified)	-7%	2%	i	-3%	22%	28%	-8	?	?
5	CC(C)C(OC(=O)c1nsc(Cl)c1Cl)C(=O)NCc1ccc2c(c1)OCO2 (stereo unspecified)	-1%	-9%	-5%	39%[0.501 µM]	-8%	12%	-2	-7%	?
6	O=C(Cn1nnc(-c2ccccc2)n1)N1CCN(S(=O)(=O)c2ccc(Cl)cc2)CC1	-15%	-11%	-5%	-2%[12.7 µM]	5%	34%	-2	-9%	13%
7	CCCCCc1ccc(OCCC[n+]2ccccc2)c(CCCCC)c1	-13%	-16%	i	nt	-3%	-7%	-1	-5%	2%
8	Cn1nccc1C(=O)N1CCCC(N2CCN(Cc3ccc4c(c3)OCO4)CC2)C1 (stereo unspecified)	1%	-1%	i	12%	1%	28%	-1	-17%	-10%
9	COc1ccc(CN(C)C(=O)Cc2ccc(OC)c(S(=O)(=O)N3CCOCC3)c2)cc1OC	8%	-3%	3%	9%[12.7 µM]	3%	47%[activator]	-2	1%	-1%
10	COc1ccc(-c2ccc(C(=O)O)c(=O)[nH]2)cc1	-10%	-3%	-7%	?	7%	6%	-7	?	4%
11	O=C(Nc1c(Cl)cc(Cl)cc1C(=O)NCC1CCCO1)c1ccco1 (stereo unspecified)	-1%	-6%	1%	7%	4%	43%	-2	-2%[57.1 µM]	9%
12	CC(C)(C)NC(=O)/C(=C/c1ccco1)c1ccccc1	2%	5%	7%	30%[0.501 µM]	6%	22%	1	?	5%
13	CCOC(=O)C(=O)N1CCN(c2cc3c(cc2[N+](=O)[O-])n(C)c(=O)n3C)CC1	3%	-7%	i	-5%	3%	33%	1	50µM*	1%
14	CCc1nc2cccnc2n1-c1ccc(CC(=O)NC(C)CC)cc1 (stereo unspecified)	-12%	3%	-6%	-23%	-9%	54%[activator]	3	3%	-3%
15	CC1CCCC(C)N1C(=O)COC(=O)c1cc(=O)[nH]c2ccccc12 (stereo unspecified)	-2%	-6%	1%	nt	-11%	24%	-2	nt	1%
16	O=C1CC(c2ccccc2)Cc2[nH]c(=O)c(C(=O)Nc3ccc(OC(F)(F)F)cc3)cc21 (stereo unspecified)	5%	-8%	i	10%[59 µM]	-5%	26%	-1	1%	4%
17	CCc1ccccc1NC(=O)CN1CCN(CC(=O)Nc2cc(C)ccc2OC)CC1	-7%	3%	-8%	-4%	2%	-12%	0	0%	-7%
18	COc1ccc(C(=O)c2sc(Nc3ccccc3)nc2N)cc1OC	-4%	?	-7%	71µM*	?	-24%	1	-32%	11%
19	C=C(C)c1cccc(C(C)(C)NC(=O)Nc2ccc(Cl)cn2)c1	1%	-1%	1%	-40%	74%[activator]	29%	-11	3%	0%
20	COc1ccc(CCNC(=O)CNCC2CCCO2)cc1OC (stereo unspecified)	nt	3.5µM*	nt	8.9µM*	-2%	?	3	?	-8%
21	O=C(CCNC(=O)c1ccccc1Cl)Nc1cc(C(F)(F)F)ccc1N1CCCC1	1%	-8%	14%	nt	27%	13%	-2	-2%	-3%
22	CC(C)c1ccc(OCC(O)CN2CCN(c3ccccn3)CC2)cc1 (stereo unspecified)	-9%	?	-2%	?	16%	10%	0	?	3%
23	O=C(COc1cccc(-n2cnnn2)c1)Nc1ccccc1	12%	-4%	nt	-4%[59 µM]	-3%	10%	-4	12%	-5%
24	CC(C(=O)N1CCCCC1)N1C(=O)c2ccccc2C1=O (stereo unspecified)	2%	-16%	i	-9%[12.7 µM]	-9%	36%	6	11%	-4%
25	N#C/C(=C(/O)COc1ccccc1)c1nc2ccccc2s1	0%	-21%	-5%	?	1%	26%	-4	-8%	-1%
26	CNC(=O)/C(C#N)=C1/SC(Cc2ccc(F)cc2)C(=O)N1c1ccccc1 (stereo unspecified)	-2%	-15%	-3%	9%	5%	26%	0	-1%	-2%
27	Cc1cc(C(=O)COC(=O)c2n[nH]c3ccccc23)c(C)n1CC1CCCO1 (stereo unspecified)	5%	-35%	-12%	?	1%	8%	-8	?	2%
28	Cc1ccc2c(c1)-c1onc(C(=O)N3CCN(c4ccc(Cl)cc4)CC3)c1CO2	-6%	-2%	0%	-4%[59 µM]	7%	61%[activator]	4	-2%	2%
29	CCn1c(C)c(C)c2cc(C(=O)NCCc3cc(OC)ccc3OC)ccc21	-3%	35µM*	-11%	?	1%	?	0	32µM*	24%
30	COc1ccc(CNC(=O)Cn2nnc(-c3ccc(NC(=O)C4CCCCC4)cc3)n2)cc1	-2%	-19%	-10%	-13%	3%	33%	-21	9%	2%
31	CCOC(=O)N1CCN(S(=O)(=O)N2CCCC(C(=O)NCc3ccccc3Cl)C2)CC1 (stereo unspecified)	8%	-14%	-8%	-7%	-12%	5%	8	-15%[57.1 µM]	-9%
32	CCOC(=O)C1CCCN(Cc2nc(N)nc(Nc3ccccc3OC)n2)C1 (stereo unspecified)	1%	56µM*	3%	26%	3%	38%	2	?	-1%
33	Cn1cc(S(=O)(=O)N2CCc3ccccc32)cc1C(=O)NC(C)(C)C	-1%	-5%	-1%	nt	0%	36%[activator]	-1	-4%	-4%
34	Cc1ccc2c(c1)c(=O)c(S(=O)(=O)c1ccc(F)cc1)cn2CC(=O)Nc1ccc2c(c1)OCO2	-3%	-24%	-9%	-10%[59 µM]	4%	13%	-1	-19%	?
35	CN=C(NC1CCCCC1)c1ccc(Cl)cc1	-6%	2%	-9%	6%	-5%	35%	4	2%	5%
36	COc1ccccc1CNC(=O)Cn1cc(Br)ccc1=O	5%	-6%	-8%	20%	-1%	0%	-2	-4%	4%
37	c1ccc(NCc2ccccn2)cc1	-1%	-32%	i	4%	4%	17%	-1	79µM*	2%
38	CC(=O)Nc1cccc(N(C)S(C)(=O)=O)c1	8%	-7%	nt	2%[12.7 µM]	-5%	16%	-3	13%	-2%
39	CCCN1CCN(c2ncnc3scc(C4COc5ccccc5O4)c23)CC1 (stereo unspecified)	3%	-19%	-1%	-18%[59 µM]	-13%	-2%	5	-33%	5%
40	COC(=O)c1n[nH]n(-c2ccccc2)c1=O	-14%	7%	-1%	16%[59 µM]	4%	27%	4	-13%	0%
41	CCCSC1=N/C(=C\C=C\c2ccco2)C(=O)S1	3%	16µM*	?	14µM*	-6%	35µM*	-11	11µM*	-15%
42	Cc1noc(C)c1S(=O)(=O)N(CC(=O)NC1CCC(C)CC1)c1ccc(C(C)C)cc1 (stereo unspecified)	10%	3%	-9%	17%	-8%	30%	-3	-15%	-4%
43	CCN(Cc1ccccc1)C(=O)CCCOc1ccccc1	0%	29%	-3%	0%	-6%	44%[activator]	12	1%	2%
44	CC1CCc2[nH]c3ccc(C(=O)Nc4ccc(C(=O)N(C)C)cc4)cc3c2C1 (stereo unspecified)	0%	3%	-7%	nt	-6%	24%	5	-9%	-14%
45	S=C1NC2=C(CCC/C2=C\c2ccc(Cl)cc2)C(c2ccc(Cl)cc2)N1 (stereo unspecified)	-1%	-32%	i	nt	91%[activator]	8%	-1	-31%	1%
46	O=C(N/N=C/c1cn(-c2ccccc2)nc1-c1ccc(F)cc1)c1ccc2c(c1)OCO2	-2%	?	-8%	33%[0.501 µM]	1%	8%	-1	-35%	10%
47	Clc1ccccc1CSc1nnc(-c2ccccn2)n1Cc1ccco1	-7%	56µM*	-7%	?	3%	0%	-1	56µM*	-10%
48	O=C(C1=C[C@@H](c2ccc(C(F)(F)F)cc2)C[C@@H](OCc2ccc(CO)cc2)O1)N1CCOCC1	8%	-20%	-7%	-1%[59 µM]	-1%	31%	-3	-2%	-5%
49	CCCCNC(=O)[C@H](CSCc1ccccc1)N1Cc2ccccc2C1=O	-1%	-3%	3%	3%	8%	42%[activator]	0	-34%	1%
